Assay outcomes as filed in PubChem BioAssay.
QS inhibitor: S. aureus quorum sensing inhibitors, primary screen, RNAIII-GFP reporter, flow cytometry. S. aureus RN6390 RNAIII-GFP reporter, AIP-induced, flow cytometry 3 h. inhibition, % at 2 µM. hit rate 0.3% among 24,000. AID 527, 2006;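 active = share of bacteria positive for the green fluorescent reporter and its mean brightness both inhibited by 50% or more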;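 also: 0% = AIP-stimulated control and 100% = unstimulated bacteria without AIP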
QS inhibitor GFP MFI %: also measured in QS inhibitor; calls as there; inhibition, %; measured here: inhibition of GFP MFI
Numbers without * were called inactive.

SMILES | QS inhibitor | QS inhibitor GFP MFI %
Cc1ccc(Cn2c(=O)cc(C(=O)O)c3ccccc32)cc1 | -1 | -40
CCOc1cccc2cc(-c3cn4cc(C)ccc4n3)c(=O)oc12 | 0 | 20
CCC(CC)C(=O)NCCc1cc2c(OC)ccc(OC)c2[nH]c1=O | 0 | 4
CCOC(=O)C1C2C=CC3(CN(c4ccc(Cl)c(F)c4)C(=O)C13)O2 (stereo unspecified) | -1 | -3
O=C1NC2=C(C(=O)CCC2)C(c2ccc3ncccc3c2)N1 (stereo unspecified) | 1 | 7
O=C1c2ccccc2C(Nc2ccc3c(c2)OCCO3)N1Cc1ccccc1 (stereo unspecified) | -3 | -8
COCCNC(=O)CS(=O)Cc1nc(-c2ccccc2C)oc1C (stereo unspecified) | 0 | -37
O=C(NCc1cccs1)c1cc2c(s1)CS(=O)(=O)C2 | -1 | -28
c1ccc(CNc2c3c(nc4ncnn24)CCCC3)nc1 | -2 | 0
O=C1NC(=O)C(CC(=O)N(c2ccccc2)C2(C(=O)NC3CCCC3)CCCCC2)N1 (stereo unspecified) | -1 | 1
CC(C)(C)C(=O)Oc1cc(N)n(S(=O)(=O)c2ccccc2)n1 | -2 | -5
CCN(CCNC(=O)c1cc(C)nn1-c1ccccc1)c1ccccc1 | -6 | 2
CCOC(=O)C1C(=O)C=C(c2ccc(OC)cc2)CC1c1ccco1 (stereo unspecified) | 1 | 4
COc1ccc(NC(=O)[C@H](CCS(C)(=O)=O)N2Cc3ccccc3C2=O)c(OC)c1 | -3 | -1
COC(=O)c1c(C(=O)OC)n(CCCN)c2ccc(C)cc12 | -1 | -6
CCN(C(=O)COc1cc(=O)n(CC)c2ccccc12)c1cc(Cl)ccc1OC | 9 | 11
Cc1ccc2nsnc2c1S(=O)(=O)N1CCN(Cc2ccc3c(c2)OCO3)CC1 | 0 | 7
COC(=O)C1(C)Nc2ccccc2C(=O)N1c1ccccc1OC (stereo unspecified) | -3 | -9
Cc1ccc2cc3cc(C(=O)NCc4ccc5c(c4)OCO5)oc3nc2c1 | 0 | -1
CC1=CCC2C(=O)N(c3ccc(C)c(Br)c3)C(=O)C2C1 (stereo unspecified) | 6 | 13
CC(NC(=O)NC12CC3CC(CC(C3)C1)C2)C1CCCO1 (stereo unspecified) | -4 | -15
CC(c1ccco1)N(Cc1ccco1)C(=O)Nc1ccccc1 (stereo unspecified) | 7 | 27
Cc1nc2ccc(S(=O)(=O)NC(CC(C)C)C(=O)O)cc2s1 (stereo unspecified) | -6 | -10
O=C(c1c(Cl)nc2sccn12)N(C(=O)c1c(Cl)nc2sccn12)c1ccc(Cl)cn1 | 1 | 4
Cn1nc(-c2ccc(N3CCCCC3)c(NC(=O)c3ccco3)c2)c2ccccc2c1=O | 18 | 28

(list continues)
SMILES | QS inhibitor | QS inhibitor GFP MFI %
CC(=O)N1CCCc2cc(S(=O)(=O)CCC(=O)N3CCN(c4cccc(C)c4)C(C)C3)ccc21 (stereo unspecified) | 1 | 0
O=C(CN1CCOc2ccccc21)N1CCCC1 | -1 | 1
O=C(OCCN(CCOC(=O)c1ccncc1)S(=O)(=O)c1cccs1)c1ccncc1 | 0 | -16
Nc1cc(OC(=O)c2ccccc2Br)nn1S(=O)(=O)c1ccccc1 | 1 | 8
COc1cc2c(cc1OC)C(C)N(C(=O)Cn1ncc3c1-c1ccccc1OC3)CC2 (stereo unspecified) | -2 | -7
O=C1c2ccccc2C(Nc2ccc(-c3nc4ccccc4[nH]3)cc2)N1Cc1ccco1 (stereo unspecified) | 13 | 12
CCCC(=O)Nc1ccccc1-c1nnn(CC(=O)Nc2ccc(OCC)cc2)n1 | -1 | -4
COC(=O)CSc1nnc(CNC(=O)c2cc(OC)c(OC)c(OC)c2)n1C | 1 | 5
Cc1ccccc1CS(=O)(=O)CCC(=O)NCc1ccccn1 | 0 | -6
Cc1ccc(S(=O)(=O)Cn2nnnc2C(C(C)C)N2CCN(C(=O)c3ccco3)CC2)cc1 (stereo unspecified) | 0 | 16
COCCN(Cc1cc2cccc(C)c2[nH]c1=O)C(=O)c1ccccc1 | -10 | -32
Cc1c(Cl)cccc1NC(=O)c1cc(C2CC2)on1 | -4 | -2
Cc1nn(S(=O)(=O)N2CCCCC2)c(C)c1Br | 0 | -9
CC#CCCC(=O)N1C=Cc2ccccc2C1C#N (stereo unspecified) | -4 | -2
CN(CC(=O)Nc1ccc2c(c1)OCCO2)S(=O)(=O)c1ccc(Br)s1 | -1 | -7
CCOC(=O)c1sc(NC(=O)CSc2n[nH]c(-c3ccccc3)n2)c(C#N)c1C | 30 | 38
Cn1c(C(=O)N2CCCC(C(=O)NCCCSC3CCCCC3)C2)cc2sccc21 (stereo unspecified) | 25 | 33
COc1ccc(S(=O)(=O)Cc2ccc(C(=O)N3CCN(c4ccccn4)CC3)o2)cc1 | 0 | 4
Cc1cc2c(=O)n(CC(=O)N3CCN(c4ccc(F)cc4)CC3)cnc2s1 | 4 | 36
Cc1nn(-c2nc3ccccc3s2)c(C)c1Oc1ccccc1O | -4 | -5
COc1cccc(OC)c1C(=O)N1CCN(S(=O)(=O)c2ccccc2)CC1 | -5 | -32
CCOC(=O)c1cc2c(=O)n3ccccc3nc2n(Cc2ccco2)c1=NC(=O)c1cccnc1 | -4 | -32
Cc1cccc(-n2nnc(C(=O)NC3CCCc4ccccc43)c2N)c1 (stereo unspecified) | 17 | 34
O=C(Cn1cnc2c(nnn2Cc2ccc(F)cc2)c1=O)OCc1ccccc1 | 12 | 16
Cc1sc2nc(SCc3nc4ccccc4[nH]3)n(Cc3ccco3)c(=O)c2c1C | 7 | 16

Other structures follow:
SMILES | QS inhibitor | QS inhibitor GFP MFI %
CC1CCCCC1NC(=O)COc1ccc(-n2cnnn2)cc1 (stereo unspecified) | -2 | 10
O=C(NCc1cccs1)C1CC(=O)N(C2CCCC2)C1 (stereo unspecified) | -3 | 0
CCOCCCn1c(=S)[nH]c2cc(C(=O)N3CCOCC3)ccc2c1=O | -1 | -7
C=CCc1c(C)nc2c(C(=O)O)cnn2c1C | -2 | 11
Cc1sc2ncn(CC(=O)NCc3ccccn3)c(=O)c2c1S(=O)(=O)N1CCOCC1 | 0 | 3
CCN1CCCC1CNC(=O)CN1C(=O)COc2ccc(C)cc21 (stereo unspecified) | -8 | -20
CCOC(=O)c1cn(CC(=O)Nc2ccc(C)cc2)nn1 | 0 | 0
Cc1cccc(NC(=O)NCC(c2cccnc2)N2CCOCC2)c1 (stereo unspecified) | -2 | -5
Cc1cc(C(=O)NCCCc2ccccc2)no1 | 0 | 10
CCOC(=O)CSc1nnc([C@H](CC(C)C)NC(=O)OC(C)(C)C)o1 | 0 | 9
Cn1cnnc1Sc1nc2c(c(=O)n(C)c(=O)n2C)n1C | -2 | -12
Cc1n[nH]c(C)c1S(=O)(=O)N1CCc2ccccc21 | 1 | 4
CCOC(=O)CSc1nn(C)c(=S)s1 | -3 | -41
CCOC(=O)N1CCN(C(=O)C2CCN(S(=O)(=O)c3ccc(Br)s3)CC2)CC1 | -4 | -12
Cc1ccc(-c2csc(N3CCC(C(N)=O)(N4CCCCC4)CC3)n2)cc1 | 1 | -6
COc1ccccc1-c1cc(C(F)(F)F)nc(S(=O)(=O)CCCC(=O)Nc2cc(C)on2)n1 | 0 | -22
COC(=O)c1ccc(CS(=O)(=O)c2ccccc2C)o1 | 4 | 15
COc1ccc(OC)c2[nH]c(=O)c(CCNC(=O)COc3ccccc3)cc12 | -2 | -18
O=C1N[C@@H](Cc2cnc[nH]2)C(=O)N2CCC[C@@H]12 | 1 | -4
CCOC(=O)c1c(C(C)(C)C)oc2ccc(O)cc12 | 2 | 34
CC(C)CNc1nc(Oc2ccc(=O)n(C)n2)nc(N2CCOCC2)n1 | -3 | -7
COC(=O)CN1C(=O)CSc2ncccc21 | -5 | -28
CCOC(=O)N1CCN(S(=O)(=O)c2ccc(OCC)c(C)c2)CC1 | 8 | 15
CCOC(=O)NC(NC(=O)OCC)C(=O)c1ccccc1 | -4 | -20
CCOC(=O)c1cccc(NC(=O)CSc2nnc(-c3cccnc3)n2CC)c1 | 0 | 7

Additional entries:
SMILES | QS inhibitor | QS inhibitor GFP MFI %
Cc1c(Br)c(=O)[nH]c(=O)n1COCc1ccccc1 | 3 | 20
Cc1nc2ncnn2c(N2CCC(C(=O)NC3CCCC3)CC2)c1Cc1ccccc1 | 0 | 6
CC(=O)Nc1ccc2nc(C3CCCCC3)[nH]c2c1 | 7 | 19
COc1ccc2nc(N3CCCC(C(=O)NCCCN4CCN(C)CC4)C3)sc2c1 (stereo unspecified) | 10 | 23
O=C1NCC(COCc2ccccc2)O1 (stereo unspecified) | 0 | 2
CCN(CCNS(=O)(=O)c1ccc2c(c1)oc(=O)n2C)c1ccccc1 | -5 | -23
Cc1csc2nc(CNC(=O)c3cccc(C(F)(F)F)c3)cn12 | -3 | -12
CCN(c1ccccc1)c1cc(C)nc2ncnn12 | -2 | 8
CC(C)NC(=O)C1CCN(C(=O)c2cc3sccc3n2Cc2ccc(F)cc2)CC1 | -3 | -6
CCc1ccc(Nc2cc(=O)n(C3CCCCC3)c(=O)[nH]2)cc1 | 9 | 11
COc1ccc(OC)c(NC(=O)C23CCC(C)(C(=O)C2)C3(C)C)c1 (stereo unspecified) | 2 | 19
CC(C)C[C@H](NC(=O)[C@@H]1O[C@H]1C(=O)O)C(=O)NCCCCN=C(N)N | 3 | 13
Cc1c(C(=O)N2CCOCC2)sc2nc(-c3ccccc3)cn12 | -3 | -10
CC(C)c1cc(CN2CCN(CCC#N)CC2)cc(C(C)C)c1O | -2 | -20
COc1ccc(C(=O)Nc2c3c(nn2-c2cccc(Cl)c2)CS(=O)C3)cc1 (stereo unspecified) | -1 | 10
O=C(CCN1CCCCC1)Nn1c(=S)[nH]c2ccccc2c1=O | -2 | -4
CCOc1ccccc1N(CC)C(=O)Cn1ncc2c(=O)oc3ccccc3c21 | -2 | -5
CCN1C(=O)N(CC)C2C1N(C(C)=O)C(=O)N2C(C)=O (stereo unspecified) | -5 | -22
O=C(C1CCCN1S(=O)(=O)c1cccc2cccnc12)N1CCn2c1nc1ccccc12 (stereo unspecified) | 0 | 2
COc1ccc2c3c(c(=O)oc2c1OCC(N)=O)CCCC3 | 8 | 18
CCn1cc(C(=O)NCc2ccc3c(c2)OCO3)c2cc(OC)c(OC)cc2c1=O | 0 | 8
COc1ccc2nc(Nc3nc(C)c(C(C)=O)s3)sc2c1 | -4 | -8
CCCS(=O)(=O)N1CCC(C(=O)NCC2CCCO2)CC1 (stereo unspecified) | 0 | 7
O=C1CCC(c2ccccc2)N1C(=O)c1cccnc1 (stereo unspecified) | 0 | 2
O=C(Nc1nccs1)C1CCCN(S(=O)(=O)c2cccnc2)C1 (stereo unspecified) | -6 | -42

Gathered by group, those above with an aryl methoxy group.
SMILES | QS inhibitor | QS inhibitor GFP MFI %
CCC(CC)C(=O)NCCc1cc2c(OC)ccc(OC)c2[nH]c1=O | 0 | 4
CCOC(=O)C1C(=O)C=C(c2ccc(OC)cc2)CC1c1ccco1 (stereo unspecified) | 1 | 4
COc1ccc(NC(=O)[C@H](CCS(C)(=O)=O)N2Cc3ccccc3C2=O)c(OC)c1 | -3 | -1
CCN(C(=O)COc1cc(=O)n(CC)c2ccccc12)c1cc(Cl)ccc1OC | 9 | 11
COC(=O)C1(C)Nc2ccccc2C(=O)N1c1ccccc1OC (stereo unspecified) | -3 | -9
COc1cc2c(cc1OC)C(C)N(C(=O)Cn1ncc3c1-c1ccccc1OC3)CC2 (stereo unspecified) | -2 | -7
COC(=O)CSc1nnc(CNC(=O)c2cc(OC)c(OC)c(OC)c2)n1C | 1 | 5
COc1ccc(S(=O)(=O)Cc2ccc(C(=O)N3CCN(c4ccccn4)CC3)o2)cc1 | 0 | 4
COc1cccc(OC)c1C(=O)N1CCN(S(=O)(=O)c2ccccc2)CC1 | -5 | -32
COc1ccccc1-c1cc(C(F)(F)F)nc(S(=O)(=O)CCCC(=O)Nc2cc(C)on2)n1 | 0 | -22
COc1ccc(OC)c2[nH]c(=O)c(CCNC(=O)COc3ccccc3)cc12 | -2 | -18
COc1ccc2nc(N3CCCC(C(=O)NCCCN4CCN(C)CC4)C3)sc2c1 (stereo unspecified) | 10 | 23
COc1ccc(OC)c(NC(=O)C23CCC(C)(C(=O)C2)C3(C)C)c1 (stereo unspecified) | 2 | 19
COc1ccc(C(=O)Nc2c3c(nn2-c2cccc(Cl)c2)CS(=O)C3)cc1 (stereo unspecified) | -1 | 10
COc1ccc2c3c(c(=O)oc2c1OCC(N)=O)CCCC3 | 8 | 18
CCn1cc(C(=O)NCc2ccc3c(c2)OCO3)c2cc(OC)c(OC)cc2c1=O | 0 | 8
COc1ccc2nc(Nc3nc(C)c(C(C)=O)s3)sc2c1 | -4 | -8

The list is partial; count on the stated rates, not on these rows.
